GLS inhibitor = qHTS for Inhibitors of Glutaminase (GLS). 410,000 tested, 0.21% active. GLS enzymatic activity, qHTS titration. Glutaminase kidney isoform, mitochondrial (Homo sapiens), O94925. Potency, µM (titrated, usually from 45.5 µM), for inactives: at the highest dose activity change, negative = inhibition, usual class: inhibitors; further: on the % scale 0 is the no-effect control and ±100 the full control effect
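Enzyme dispensed in phosphate buffer (45 mM, pH 8.2, 0.02% Tween-20), compounds pinned in, then 1 mM L-glutamine solution and the glutamate oxidase–HRP–Amplex Red mix added; fluorescence read immediately and again after 30 min at room temperature.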
BAZ2B block = qHTS Assay for Inhibitors of BAZ2B | Bromodomain adjacent to zinc finger domain protein 2B (Homo sapiens), Q9UIF8 | AlphaScreen BAZ2B-H3K14Ac peptide displacement | Potency, µM (highest dose often 114 µM), for inactives: at the top dose activity change, negative = inhibition, usual class: inhibitors | 360,000 tested, 4.4% active; further: on the % scale 0 is the no-effect control and ±100 the full control effect; nearly all actives have a fitted effect of over 60% in size
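BAZ2B (50 nM) with biotin-H3(5-23)K14Ac peptide (50 nM) in PBS pH 7.4, 0.01% Tween-20, preformed 30 min, then compound 30 min at room temperature; top concentration 110uM. AlphaScreen streptavidin donor/nickel chelate acceptor beads (10 ug/mL final), 20 min dark, signal read.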
POLI inh = qHTS for Inhibitors of Polymerase Iota | DNA polymerase iota (Homo sapiens), Q9UNA4 | Pol iota fluorescent replication assay, 10 min | Potency, µM (series often up to 115 µM), inactives show at the top dose activity, negative = inhibition, most hits filed as inhibitors | 390,000 tested, 1% active | AID 588590, 2011
Target sequence (Q9UNA4 whole entry, looked up): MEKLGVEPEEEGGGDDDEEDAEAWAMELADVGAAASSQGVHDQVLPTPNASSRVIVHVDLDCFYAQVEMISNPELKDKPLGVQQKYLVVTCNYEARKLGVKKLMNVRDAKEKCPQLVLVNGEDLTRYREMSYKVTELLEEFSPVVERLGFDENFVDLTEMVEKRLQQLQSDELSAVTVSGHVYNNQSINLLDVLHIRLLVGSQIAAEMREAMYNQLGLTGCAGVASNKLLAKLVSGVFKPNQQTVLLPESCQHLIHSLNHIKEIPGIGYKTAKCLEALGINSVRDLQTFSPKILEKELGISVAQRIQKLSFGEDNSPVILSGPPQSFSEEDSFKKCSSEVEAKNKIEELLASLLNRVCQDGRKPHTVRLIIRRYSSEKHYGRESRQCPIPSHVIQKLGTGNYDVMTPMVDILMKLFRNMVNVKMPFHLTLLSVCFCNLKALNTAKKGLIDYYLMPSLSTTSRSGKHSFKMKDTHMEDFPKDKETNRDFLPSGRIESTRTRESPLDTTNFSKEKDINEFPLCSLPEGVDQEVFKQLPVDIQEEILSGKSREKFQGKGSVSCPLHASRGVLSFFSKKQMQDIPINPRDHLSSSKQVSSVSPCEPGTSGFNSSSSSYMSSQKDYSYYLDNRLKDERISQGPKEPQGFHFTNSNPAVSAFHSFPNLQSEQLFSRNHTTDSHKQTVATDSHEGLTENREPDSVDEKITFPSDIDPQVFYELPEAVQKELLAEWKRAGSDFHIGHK
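Fluorescent replication assay read twice, at 0 min and 10 min after adding 50 nM (final) substrate. Enzyme (10 nM) and compounds were first incubated 15 min at room temperature; enzyme-free buffer wells were negative controls.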
BLM helicase inh = qHTS Assay for Inhibitors of Bloom's syndrome helicase (BLM); RecQ-like DNA helicase BLM (Homo sapiens), P54132; recombinant BLM DNA unwinding, fluorescence dequenching; Potency, µM (doses to about 56.1 µM), for the others: at the top dose activity change, negative = inhibition, usual class: inhibitors; 350,000 tested, 0.2% active; AID 2528, 2010;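 further: plate controls were vehicle for no effect and no enzyme for full effect; nearly all actives have a fitted effect of over 35% in size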
Pin1 inhibitor = qHTS Assay to Find Inhibitors of Pin1; Peptidyl-prolyl cis-trans isomerase NIMA-interacting 1 (Homo sapiens), Q13526; Pin1 FP peptide displacement, HiFluor488, 10 min; Potency, µM (doses to about 115 µM), without a hit: top-dose activity, negative = inhibition, usual class: inhibitors; 390,000 tested, 0.009% active; AID 504891, 2011; active means well fitted inhibition curve with a large enough effect in the polarisation, with a control signal flat, not every such curve was filed as active; inconclusive means small, poorly fitted or top-dose-only effect, or effect the other way, or a change in a side signal; inactive means no such curve, though single readings can be large or run the other way; the % refers to the polarisation; further: on the % scale 0 is the no-effect control and ±100 the full control effect
Target sequence (Q13526 whole entry, looked up): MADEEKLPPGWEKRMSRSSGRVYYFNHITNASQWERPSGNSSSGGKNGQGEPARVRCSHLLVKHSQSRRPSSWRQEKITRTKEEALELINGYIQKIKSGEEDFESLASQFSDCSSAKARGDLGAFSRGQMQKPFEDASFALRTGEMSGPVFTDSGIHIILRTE
HP1b chromo inh = HTS for Inhibitors of HP1-beta Chromodomain Interactions with Methylated Histone Tails. Chromobox protein homolog 1 (Homo sapiens), P83916. AlphaScreen HP1-beta / biotin-H3K9me3 peptide binding. Potency, µM (top dose mostly 114 µM), without a hit: top-dose activity change, negative = inhibition, actives largely listed as inhibitors. 390,000 tested, 0.56% active. AID 540317, 2011; further: nearly all actives have a fitted effect of over 70% in size; inactives centre near 23
Target sequence (P83916 whole entry, looked up): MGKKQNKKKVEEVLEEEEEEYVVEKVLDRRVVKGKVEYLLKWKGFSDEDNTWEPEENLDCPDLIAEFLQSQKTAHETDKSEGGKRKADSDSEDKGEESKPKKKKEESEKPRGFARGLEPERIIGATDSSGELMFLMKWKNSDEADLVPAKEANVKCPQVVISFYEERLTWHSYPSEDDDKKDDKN
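AlphaScreen: HP1-beta (50 nM) preformed 30 min with biotin-H3(1-18)K9me3 peptide (50 nM) in PBS pH 7.4, 0.01% Tween-20. Compound added for 30 min at RT, then streptavidin donor/nickel chelate acceptor beads (10 ug/mL) for 30 min.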
JMJD2A Tudor inh = qHTS Assay for Inhibitors of JMJD2A-Tudor Domain; Lysine-specific demethylase 4A (Homo sapiens), O75164; AlphaScreen JMJD2A-Tudor / H3K4me3 peptide binding; Potency, µM (titrated, usually from 114 µM), inactives show top-dose activity change, negative = inhibition, most hits filed as inhibitors; 390,000 tested, 4.4% active; further: on the % scale 0 is the no-effect control and ±100 the full control effect; nearly all actives have a fitted effect of over 50% in size
Tb PGK inh = qHTS Assay to Find Inhibitors of Phosphoglycerate Kinase. Phosphoglycerate kinase, glycosomal (Trypanosoma brucei brucei), P07378. PGK/GAPDH coupled, Kinase-Glo luminescence, 60 min. Potency, µM (highest dose often 57.5 µM), inactives show at the highest dose activity change, negative = inhibition, usual class: inhibitors. 380,000 tested, 0.043% active. AID 602233, 2012; further: on the % scale 0 is the no-effect control and ±100 the full control effect; nearly all actives have a fitted effect of over 60% in size
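Recombinant glycosomal PGK reaction used 1,3-bisphosphoglycerate generated in-well by GAPDH (100nM final) in 100mM TEA pH 7.6, 5mM MgCl2, 0.01% Tween-20. After 60 minutes at room temperature, ATP was read by Kinase-Glo Plus luminescence end-point.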
G9a inh = qHTS Assay for Inhibitors of Histone Lysine Methyltransferase G9a | AID 504332, 2011 | G9a H3K9 monomethylation, AlphaScreen, 2 h | Histone-lysine N-methyltransferase EHMT2 (Homo sapiens), Q96KQ7 | 350,000 tested, 8.8% active | Potency, µM (titrated, usually from 102 µM), for the others: top-dose activity, negative = inhibition, hits mostly inhibitors; further: on the % scale 0 is the no-effect control and ±100 the full control effect; nearly all actives have a fitted effect of over 75% in size
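Enzyme 20 nM + cpd, 15 min RT; add b-H3K9 pep 500 nM / SAM 20 uM; 2 h RT; anti-H3K9me1 Ab 0.5 ug/mL + SA donor / anti-rabbit acceptor beads 20 ug/mL each, 10 min; AlphaScreen read.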
Active calls of the source: *; i = inactive; ? = inconclusive; · = not tested or not shown; [ ] = dose if it differs, or a comment. Unless noted, the call rests on the fitted dose curve; in most records, active means well fitted curve in the direction sought with a large enough effect; inconclusive means small, poorly fitted or top-dose-only effect, or another doubt; inactive means no such curve, though single readings can be large; an effect the other way counts as inactive or inconclusive. Potency means the concentration at half of the fitted maximal effect. These rows are one share of the data; rates above refer to the full screens.

SMILES	GLS inhibitor	BAZ2B block	POLI inh	BLM helicase inh	Pin1 inhibitor	HP1b chromo inh	JMJD2A Tudor inh	Tb PGK inh	G9a inh
NC(=O)c1c(NC(=O)CS(=O)(=O)c2ccc(Cl)cc2)sc2c1CCCC2	-10%	-34%	?	0%	17%	4%	-7%	6%	3%[59 µM]
COc1ccc(-c2cc(CCCC(=O)N3CCN(c4ccc(OC)cc4)CC3)no2)cc1	19%	-38%	24%	-3%	-3%	3%	-31%	-3%	?
CN(CC(=O)Nn1cnnc1)S(=O)(=O)c1ccccc1	-5%	-23%	29%	0%	-4%	11%	-9%	-6%	-4%[59 µM]
O=C(Nc1ccc2c(c1)OCCO2)c1ccc(Br)s1	3%	0%	6%	-2%	-3%	-9%	-19%	4%	-4%[59 µM]
O=C(CC(=O)Nc1cccc(F)c1)Nc1cccc(F)c1	3%	-6%	113%[activator]	-2%	0%	-2%	-15%	i	-8%
O=C(NCc1ccc(Cl)cc1)C1(c2cccs2)CCOCC1	-6%	0%	24%	2%	1%	38%	-1%	3%	-1%[59 µM]
CCn1cc(CN2CCC(n3nccc3NC(=O)c3ccc(OC)cc3)CC2)cn1	-7%	2%	17%	-5%	-3%	27%	-20%	5%	6%
CCOc1cc(NC(=O)c2ccco2)c(OCC)cc1NC(=O)COc1ccccc1C	-4%	·	9%	·	-8%	36%	-1%	-6%	·
Cc1cc(C)nc(SCc2ccc([N+](=O)[O-])cc2)n1	-14%	-27%	2%	0%	-1%	34%	-11%	-7%	?
Nc1nc(Sc2ccc([N+](=O)[O-])cc2[N+](=O)[O-])n[nH]1	-3%	1%	?	-2%	-1%	35%	-13%	0%	?
O=C1CSC(c2ccccc2O)N1Cc1ccccc1 (stereo unspecified)	26%	-20%	?	-2%	-4%	50%[activator]	0%	-2%	-39%
Cc1onc(NC(=O)c2ccc(Cl)cc2Cl)c1Br	2%	-5%	15%	-1%	-7%	11%	-22%	-6%	18µM*
Cc1c(C(c2ccccc2)c2c(C)n(C)n(-c3ccccc3)c2=O)c(=O)n(-c2ccccc2)n1C	-3%	-8%	24%	-3%	0%	28%	-7%	-8%	17%
CC(=O)Oc1ccc(C(=O)[C@H]2[C@H]3C(=O)N(c4ccc(C)cc4C)C(=O)[C@H]3[C@@H]3C=CC=NN32)cc1	8%	-36%	40%[activator]	-4%	?	-22%	?	-10%	3.5µM*
CC(C)C(C(=O)OCC(=O)c1ccccc1)N1C(=O)C2C3C=CC(C3)C2C1=O (stereo unspecified)	-11%	-5%	14%	0%	-8%	0%	-12%	0%	·
Cc1nn(-c2ccc(N3CCCCC3)nn2)c(C)c1CCC(=O)Nc1ccc(F)c(F)c1	-3%	?	-24%	-5%	4%	37%	-26%	-7%	1%
Cc1nnc(SCC(=O)c2c(N)n(C)c(=O)n(C)c2=O)[nH]c1=O	-3%	-3%	10%	-3%	19%	-3%	-16%[11.4 µM]	8%	-32%
c1ccc(CSc2ccc(-c3cccnc3)nn2)nc1	3%	8%	159%[activator]	-11%	-7%	28%	-13%	-9%	-1%
Cc1cccc(C(=O)OC(C)C(=O)Nc2ccc(S(=O)(=O)Nc3ncccn3)cc2)c1C (stereo unspecified)	-2%	9%	5%	·	0%	17%	-17%	1%	?
Cc1ccccc1C1CCCN(Cc2nc(CC3CC3)no2)C1 (stereo unspecified)	2%	2%	34%[activator]	0%	4%	72%[activator]	18%	12%	-5%
COc1ccc(CNC(=O)c2ccc(Cn3nc(C)cc3C)o2)cc1	0%	-4%	56%[activator]	-3%	-4%	28%	-12%	i	2%
COC(=O)c1ccc(OC(=O)c2ccncc2)cc1O	10%	-4%	-4%	-1%	9%	55%[activator]	-15%	·	?
Nc1c(C(=O)Nc2ccccc2)sc2nc3c(c(-c4ccco4)c12)CCCC3	1%	10%	21%	-4%	?	69%[activator]	9%	-10%	81%[activator][59 µM]
CCCc1nnc2c(N(C)S(=O)(=O)c3ccccc3)nc3ccccc3n12	4%	-11%	6%	-7%	1%	10%	-12%	-6%	-11%[59 µM]
CCOc1cc(NC(=S)NCC2CCCO2)c(OCC)cc1NC(=O)C1CC1 (stereo unspecified)	6%	?	30%	1%	3%	3%	-32%	i	0%
O=C(COC(=O)C(O)C(O)C(=O)OCC(=O)c1ccc(C(F)(F)F)cc1)c1ccc(C(F)(F)F)cc1 (stereo unspecified)	-6%	2%	13%	-1%	6%	19%	7%	-7%	·
Cc1c(Br)cc(C(=O)NCc2ccco2)c(C)c1C	-14%	56µM*	?	-5%	0%	8%	-35%	-5%	?
Cc1ccc(NC(=O)COC(=O)c2ccc(Cl)nc2)cc1S(=O)(=O)N1CCCCC1	2%	-3%	5%	·	4%	21%	-19%	0%	22%[2.33 µM]
COc1ccc(C(CC(=O)NCc2ccccc2Cl)N2Cc3ccccc3C2=O)cc1OC (stereo unspecified)	3%	-5%	-4%	-1%	-2%	41%[activator]	1%	-3%	11%[59 µM]
CCN(c1ccccc1)S(=O)(=O)c1cccc(C(=O)NCC(c2ccco2)N2CCCCC2)c1 (stereo unspecified)	-5%	·	-3%	·	-1%	6%[57 µM]	-18%	2%	·
Cc1ccc(C(=O)NCCCNC(=O)c2ccco2)cc1	-7%	0%	11%	-2%	2%	14%	-9%	0%	2%
COc1ccccc1NS(=O)(=O)c1ccc(OC)c([N+](=O)[O-])c1	2%	-13%	52%[activator]	-1%	-8%	-7%	-22%	-15%	3%
Cc1ccc(NC(=O)[C@H](Cc2ccccc2)NC(=O)[C@@H]2Cc3ccccc3CN2)c(C)c1	12%	-20%[57.1 µM]	-2%	0%	-6%	34%	-12%	-9%	35µM*
COc1ccc(CNC(=O)C(=O)Nc2ccccc2OC)cc1	-1%	5%	-4%	-4%	0%	25%	-20%	-3%	11%[59 µM]
O=C(/C=C/Nc1ccc(S(=O)(=O)Nc2ncccn2)cc1)c1ccc(Cl)c(Cl)c1	7%	-4%	55%[activator]	2%	22%	18%	-8%	-1%	-15%
Cc1nc2nc(SCC(=O)NCCc3ccc(Cl)cc3)nn2c(C)c1Cc1ccccc1Cl	-2%	-8%	-19%	-8%	34%[activator]	17%	-29%	i	-30%[59 µM]
O=C(CCCSc1ccccc1)Nc1cccc(CO)c1	1%	-4%	13%	-1%	-7%	42%[activator]	1%	-9%	74%[activator]
CC(=O)Nc1nc2cc(C(N)=O)ccc2s1	5%	2%	20%	·	8%	48%[activator]	23%	-1%	1%[0.501 µM]
CCN(CC)CC#CCC(C)(c1ccccc1)c1ccccc1	3%	0%[57.1 µM]	3%	-4%	1%	-3%	?	-4%	?
O=C(NCCc1ccccc1)C(=O)c1c[nH]c2ccccc12	-3%	-19%	19%	-7%	0%	39%	-3%	-4%	36%[59 µM]
Cn1nnnc1SCC(=O)Nc1cccc(S(=O)(=O)N2CCCC2)c1	-9%	·	34%[activator]	0%	2%	14%[57 µM]	-4%	i	-39%
Cc1ccc(C)c(NS(=O)(=O)c2c(C)nc3sccn3c2=O)c1	-5%	0%	15%	0%	3%	43%[activator]	-16%	-2%	·
CCOc1ccc(Cc2nnc(SCC(=O)Nc3ccc(OC)cc3)n(N)c2=O)cc1	-4%	-1%	3%	·	1%	24%	-16%	i	4%
O=C1CS(=O)(=O)C2(C(=O)N(Cc3cccc(F)c3)c3ccccc32)N1c1ccccc1 (stereo unspecified)	5%	-4%[57.1 µM]	-4%	-8%	7%	13%	-20%	2%	?
Cn1/c(=N/NC(=O)c2ccccc2Br)sc2ccccc21	3%	·	28%	0%	-7%	12%	10%	-8%	-10%
Cn1cc(S(=O)(=O)N2CCCCCC2)cc1C(=O)N1CCN(c2ccc(Cl)cc2)CC1	11%	?	20%	-7%	1%	-2%[57 µM]	?	-2%	-10%[59 µM]
CCCCCOc1ccc(CSC(=N)N)cc1[N+](=O)[O-]	4%	-36%	-4%	-6%	6%	1%	-20%	1%	?
O=C1NC(=S)N(C(=O)c2ccc(F)cc2)/C1=C/c1cccnc1	138%[activator]	-24%	?	-4%	44%[activator]	17%	-16%	-9%	?
Cc1nnc(SCC(=O)NC23CC4CC(CC(C4)C2)C3)s1	-5%	-19%	16%	-4%	3%	37%[activator]	0%	i	?
COc1ccc(CC(=O)Nc2ccc(S(=O)(=O)N3CCCC3)cc2)cc1OC	2%	·	55%[activator]	·	0%	14%	-16%	-9%	·
COc1ccccc1NS(=O)(=O)c1cccc(C(=O)N2CCCC2)c1	19%	·	31%[activator]	·	-1%	44%[activator]	-9%	i	·
CC(=O)Nc1sc(C)c(C)c1CN1CCN(Cc2ccccc2)CC1	5%	?	42%[activator]	-3%	5%	22%	-24%	i	-30%

A portion taken from the entries so far, for reference:
SMILES	GLS inhibitor	BAZ2B block	POLI inh	BLM helicase inh	Pin1 inhibitor	HP1b chromo inh	JMJD2A Tudor inh	Tb PGK inh	G9a inh
Cn1nnnc1SCC(=O)Nc1cccc(S(=O)(=O)N2CCCC2)c1	-9%	·	34%[activator]	0%	2%	14%[57 µM]	-4%	i	-39%
Cc1ccc(C)c(NS(=O)(=O)c2c(C)nc3sccn3c2=O)c1	-5%	0%	15%	0%	3%	43%[activator]	-16%	-2%	·
CCOc1ccc(Cc2nnc(SCC(=O)Nc3ccc(OC)cc3)n(N)c2=O)cc1	-4%	-1%	3%	·	1%	24%	-16%	i	4%
